# Screening data as filed in PubChem BioAssay.
# GalR3 antag: GalR3 antagonists in HEK293 cells, primary screen, cell-based, fluorescence readout; Galanin receptor type 3 (Homo sapiens), O60755; HEK293 GalR3-CNG cAMP membrane potential fluorescence; galR3 body fused to GalR1 C-terminus; inhibition, % at 3 µM; hit rate 0.44% among 360,000;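 active means inhibition above the screen-wide average plus 3 SD, cut at about 13% in these data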;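 further: forskolin and galanin both at EC90 stimulate the cells; cAMP rise reported by CNG channel membrane potential dye signal; 0% = forskolin plus galanin with DMSO and 100% = forskolin alone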
# Target sequence (O60755 1-299 limits assumed): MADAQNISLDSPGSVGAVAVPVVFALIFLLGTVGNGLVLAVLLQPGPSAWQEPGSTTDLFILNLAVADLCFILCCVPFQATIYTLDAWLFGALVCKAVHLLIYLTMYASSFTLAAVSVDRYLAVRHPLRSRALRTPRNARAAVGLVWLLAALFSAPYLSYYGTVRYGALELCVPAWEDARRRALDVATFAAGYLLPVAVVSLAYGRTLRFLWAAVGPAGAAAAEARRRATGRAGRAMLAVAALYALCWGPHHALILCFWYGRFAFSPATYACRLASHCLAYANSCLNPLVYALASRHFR
# An asterisk follows results filed as active. The list is partial; count on the stated rates, not on these rows.
# The first 27 entries as a preview:
SMILES,GalR3 antag
COc1ccc(-c2cccc([C@H]3[C@@H]4C=CC[C@@H](C)[C@@H]4C(=O)N3Cc3ccccc3)c2)cc1,-4
COc1cccc(-c2ccc3c(c2)C2CC3CCN2C(C)=O)c1 (centres undefined),-7
O=C(COC(=O)c1ccc(S(=O)(=O)N2CCCCC2)cc1)NCc1ccc(F)cc1,2
CC(=O)NC(c1cccc(F)c1)c1nc(-c2cnc3ccccc3c2)cs1 (centres undefined),-6
COc1ccc(N2C(=O)c3n[nH]c(C)c3C2c2cccc(C(F)(F)F)c2)cc1 (centres undefined),-3
C=CCOC1=CS(=O)(=O)N(Cc2ccc(Br)cc2)c2ccc(Br)cc21,-8
CCc1nc2c(OCCc3cccc(OC)c3)cccn2c1N(C)C(=O)c1ccc(C)cc1,-6
COc1ccc(-n2cnnc2SCC(=O)NC2CC2)cc1,-4
CCCC1NC(=O)c2cccnc2-n2c1nc1ccc(C)cc1c2=O (centres undefined),-7
O=C(C=Cc1ccccc1F)c1ccccc1,-6
CN1/C(=C/C=C/c2n(C)c3cc([N+](=O)[O-])c([N+](=O)[O-])cc3[n+]2C)C(C)(C)c2ccccc21,-8
C[C@@H]1CN([C@H](C)CO)C(=O)c2cc(NC(=O)Nc3ccc(F)cc3)ccc2O[C@@H](C)CCCCO[C@@H]1CN(C)C(=O)CCCN(C)C,-8
CC(=O)Nc1ccc(NCCc2ccco2)cc1,-5
CCOc1ccccc1OCCCC(=O)Nc1cc(S(=O)(=O)N2CCCCC2)ccc1C,-2
CCOc1cc(C(=O)N/N=C/c2cn(-c3ccccc3)nc2-c2cc3ccccc3o2)cc(OCC)c1OCC,-5
CCN(CC(=O)Nc1ccc2c(c1)OCCO2)C(=O)/C=C/c1cc(Br)ccc1OC,-6
CCCNC(=O)C1(C)CCN(C(=O)c2ccc3ccccc3c2)C1 (centres undefined),-7
COc1cc(C(=O)NCCCN2CCCC2=O)ccc1OCc1ccc(Cl)cc1Cl,0
O=C(CCC(C(=O)c1ccccc1)c1ccccc1)c1ccccc1 (centres undefined),-3
COc1ccc(NC(=O)c2cc(=O)[nH]c3ccccc23)cc1S(=O)(=O)N1CCOCC1,-7
Nc1ccc2ccccc2c1[N+](=O)[O-],-4
CCOc1ccc(OCC(=O)Nc2cc(Cl)ccc2-n2cncn2)cc1,-1
O=C(Nc1ccn(CCCNCc2ccccc2)c(=O)n1)OCc1ccccc1,-5
O=C1NC(=O)N(C2CCCCC2)CC1Br (centres undefined),-4
CCOc1ccc(Cl)cc1-c1cc(C(=O)NCc2ccccc2OC)[nH]n1,-8
CSc1nc(NCCN(C)C)c2sc3nc(-c4ccco4)c4c(c3c2n1)CCC4,2
CC(C)NC(=O)C1(C)CCN1C(=O)c1ccc(F)c(Cl)c1 (centres undefined),-4

# The whole of this part, from the first entry:
SMILES,GalR3 antag
COc1ccc(-c2cccc([C@H]3[C@@H]4C=CC[C@@H](C)[C@@H]4C(=O)N3Cc3ccccc3)c2)cc1,-4
COc1cccc(-c2ccc3c(c2)C2CC3CCN2C(C)=O)c1 (centres undefined),-7
O=C(COC(=O)c1ccc(S(=O)(=O)N2CCCCC2)cc1)NCc1ccc(F)cc1,2
CC(=O)NC(c1cccc(F)c1)c1nc(-c2cnc3ccccc3c2)cs1 (centres undefined),-6
COc1ccc(N2C(=O)c3n[nH]c(C)c3C2c2cccc(C(F)(F)F)c2)cc1 (centres undefined),-3
C=CCOC1=CS(=O)(=O)N(Cc2ccc(Br)cc2)c2ccc(Br)cc21,-8
CCc1nc2c(OCCc3cccc(OC)c3)cccn2c1N(C)C(=O)c1ccc(C)cc1,-6
COc1ccc(-n2cnnc2SCC(=O)NC2CC2)cc1,-4
CCCC1NC(=O)c2cccnc2-n2c1nc1ccc(C)cc1c2=O (centres undefined),-7
O=C(C=Cc1ccccc1F)c1ccccc1,-6
CN1/C(=C/C=C/c2n(C)c3cc([N+](=O)[O-])c([N+](=O)[O-])cc3[n+]2C)C(C)(C)c2ccccc21,-8
C[C@@H]1CN([C@H](C)CO)C(=O)c2cc(NC(=O)Nc3ccc(F)cc3)ccc2O[C@@H](C)CCCCO[C@@H]1CN(C)C(=O)CCCN(C)C,-8
CC(=O)Nc1ccc(NCCc2ccco2)cc1,-5
CCOc1ccccc1OCCCC(=O)Nc1cc(S(=O)(=O)N2CCCCC2)ccc1C,-2
CCOc1cc(C(=O)N/N=C/c2cn(-c3ccccc3)nc2-c2cc3ccccc3o2)cc(OCC)c1OCC,-5
CCN(CC(=O)Nc1ccc2c(c1)OCCO2)C(=O)/C=C/c1cc(Br)ccc1OC,-6
CCCNC(=O)C1(C)CCN(C(=O)c2ccc3ccccc3c2)C1 (centres undefined),-7
COc1cc(C(=O)NCCCN2CCCC2=O)ccc1OCc1ccc(Cl)cc1Cl,0
O=C(CCC(C(=O)c1ccccc1)c1ccccc1)c1ccccc1 (centres undefined),-3
COc1ccc(NC(=O)c2cc(=O)[nH]c3ccccc23)cc1S(=O)(=O)N1CCOCC1,-7

# 2 records drawn at random from those above:
SMILES,GalR3 antag
CCCNC(=O)C1(C)CCN(C(=O)c2ccc3ccccc3c2)C1 (centres undefined),-7
C[C@@H]1CN([C@H](C)CO)C(=O)c2cc(NC(=O)Nc3ccc(F)cc3)ccc2O[C@@H](C)CCCCO[C@@H]1CN(C)C(=O)CCCN(C)C,-8

# The list goes on.
SMILES,GalR3 antag
Nc1ccc2ccccc2c1[N+](=O)[O-],-4
CCOc1ccc(OCC(=O)Nc2cc(Cl)ccc2-n2cncn2)cc1,-1
O=C(Nc1ccn(CCCNCc2ccccc2)c(=O)n1)OCc1ccccc1,-5
O=C1NC(=O)N(C2CCCCC2)CC1Br (centres undefined),-4
CCOc1ccc(Cl)cc1-c1cc(C(=O)NCc2ccccc2OC)[nH]n1,-8
CSc1nc(NCCN(C)C)c2sc3nc(-c4ccco4)c4c(c3c2n1)CCC4,2
CC(C)NC(=O)C1(C)CCN1C(=O)c1ccc(F)c(Cl)c1 (centres undefined),-4
COc1cccc(-c2ccc3c(c2)O[C@@H](CN(C)Cc2cncnc2)[C@@H](C)CN([C@H](C)CO)S3(=O)=O)c1,-6
Cc1cc2[nH]c(=O)c(=O)[nH]c2cc1S(=O)(=O)NCC(C)c1ccccc1 (centres undefined),-2
Cc1nc(C(F)(F)F)ccc1C(=O)N1CCC1(C)C(=O)NS(=O)(=O)c1c(C)noc1C (centres undefined),-4
COc1cccc(C(C)(O)c2nc(-c3cnc4ccccc4c3)cs2)c1 (centres undefined),-4
COc1ccccc1-c1cncc(NC(C)=O)n1,-3
Cc1ccc(S(=O)(=O)N(CCCc2c(C)nc(N)[nH]c2=O)Cc2ccc([N+](=O)[O-])cc2)cc1,-2
COc1ccc(C(CNC(=O)c2cccc(S(=O)(=O)Nc3ccc(F)cc3)c2)N2CCCC2)cc1 (centres undefined),-2
Cc1cccc(C(O)c2ncc(-c3ccccc3Cl)[nH]2)c1C (centres undefined),0
Cc1ccc(S(=O)(=O)N2CCCCC2)cc1NC(=O)CCNC(=O)c1ccccc1Cl,-7
O=C(NNC(=O)c1ccc(S(=O)(=O)N2CCCC2)cc1)c1ccc(Br)cc1,-2
COc1cc(CNc2ncnc3c2ncn3[C@H]2CN(Cc3ccc(F)cc3)C[C@@H](CO)O2)cc(OC)c1OC,-7
CCCCCCCCN1C(=O)[C@H](CC(=O)N2CCSCC2)C[C@@]2(C(=O)OCC)CCCC=C12,-2
CC1(C(=O)NS(=O)(=O)c2cccs2)CCN1C(=O)C1CCCCC1 (centres undefined),-4
CC[C@]12c3[nH]c4cc(CCC(=O)N(C)C)ccc4c3CCN1C(=O)[C@@H](CC(=O)NC(C)(C)C)C[C@@H]2C(=O)N1CCN(C(=O)c2ccco2)CC1,-9
COc1ccc(CNC(=O)Nc2ccc3c(c2)c(=O)n(C)n3Cc2cc(C)cc(C)c2)cc1,-4
CC(=O)Nc1cc(-c2ccc(C(=O)N3CCOCC3)cc2)cn2c(-c3ccc(F)c(Cl)c3)cnc12,-6
CC(=O)N1CCCC1C(=O)O (centres undefined),-2
Nc1cc(N)cc(C(=O)c2ccccc2)c1,-4
O=C1OC(c2cccc3c(F)cccc23)c2ccccc21 (centres undefined),-5
CCCCN1C=C(C(=O)OCC)C(=O)CC1,-6
Cc1nc([N+](=O)[O-])cn1CC(Cl)Cn1cc([N+](=O)[O-])nc1C,-9
CCc1ccc2c(c1)NC(=O)C2(C)Cc1cccc(F)c1 (centres undefined),-9
Cc1cccc2nc(-c3ccccc3)c(-c3ccc(CN4CCC(c5nc6ccccc6[nH]5)CC4)cc3)nc12,-1
C[C@@H]1CCCCO[C@H](CN(C)C(=O)c2ccncc2)[C@H](C)CN([C@@H](C)CO)C(=O)c2cc(NC(=O)c3ccccc3)ccc2O1,-5
Cc1cc(C)c2cc(C#N)c(NCCCN)nc2c1,-7
Cc1cc2c(c(C)c1Br)C(c1ccc3c(c1)OCO3)CC(=O)O2 (centres undefined),-9
O=C(Nc1nc(-c2ccco2)c(-c2ccco2)s1)c1ccc(F)cc1F,-3
COC(=O)C[C@@H]1C[C@H]2c3cc(NC(=O)C4CCC4)ccc3O[C@H]2[C@@H](CO)O1,-5
CN[C@H]1C[C@H]2c3[nH]c4ccc(-c5cccc(C)c5)cc4c3CCN2C[C@H]1[C@H](C)O,-5
Cc1ccc(NC(=O)C2CCN(S(=O)(=O)c3ccc(C(C)(C)C)cc3)CC2)cc1S(=O)(=O)N1CCOCC1,-3
Cc1nn2c(=O)[nH]cnc2c1Cl,-6
O=C(Nc1ccc(Br)cc1F)c1nc[nH]c1C(=O)N1CCc2ccccc2C1,1
O=C(Nc1ccn(CCCNCc2ccc3c(c2)OCO3)c(=O)n1)OCc1ccccc1,-7
Cc1nn(C)c(C)c1NC(=O)CSc1nc(-c2ccccc2F)nc2c1cnn2-c1ccccc1,-6
CSc1nc(Cl)c(Br)c(Nc2c[nH]c(=O)[nH]c2=O)n1,-3
COc1ccc(-c2nc3ccc(C)cn3c2Cc2ccccc2C(F)(F)F)cc1OC,-6
COCCCC1CCN(C(=O)C2CCC(=O)N(CCCc3ccccc3)C2)CC1 (centres undefined),-7
CCOC(=O)C1CCCN(C(=O)c2cc(OC)ccc2Br)CC1 (centres undefined),-8
COc1cc2c(cc1OC)C(c1ccc3c(c1)Cc1ccccc1-3)OC(=O)C2 (centres undefined),-6
Cc1ccc(S(=O)(=O)N2C[C@@H]3[C@H]4CC[C@H](C4)[C@@H]3[C@@H](C)[C@H]2c2ccco2)cc1,-7
COc1ccc(-c2ccccc2C2=CC(=O)CC(C)(C)C2=O)cc1,-1
CC1CC(C)CN(C(CCc2ccccc2)C(=O)NC2CCCCC2)C1 (centres undefined),-8
Nc1nc2ccc(Cl)cc2cc1C(=O)NC1CC1,-6
# The listing continues.
SMILES,GalR3 antag
CSc1nc(O)c(Nc2ccccc2)c(=O)[nH]1,-2
Cc1ccc(OCC(=O)O)c(O)c1,-2
COCCNC(=O)C1(C)CCCN(CC(=O)c2ccc(OC)cc2)C1 (centres undefined),-4
Nc1nnnn1-c1cccc([N+](=O)[O-])c1,-5
CCCS(=O)(=O)NC(=O)C1(C)CCN(C(=O)Cc2ccc3ccccc3c2)C1 (centres undefined),-1
Cc1ccc(-c2nc3c4ccccc4ccn3c2Cc2ccsc2)cc1,-7
CCN(CC)CCN1CCN(c2cncc(-c3cccc(N)c3)n2)CC1,-5
Cc1ccccc1C(=O)N(C)[C@H]1C[C@H]2c3[nH]c4c(-c5ccc6c(c5)OCO6)cccc4c3CCN2C(=O)[C@H]1[C@H](C)O,-6
CN(Cc1ccccc1)C(c1cc2ccccc2o1)c1nnnn1C(C)(C)C (centres undefined),-8
CC(=O)c1sc2c(c1OC(=O)c1ccccc1)c(=O)n(-c1ccccc1)c(=S)n2-c1ccccc1,-4
COc1ccc(C(=O)OCC(=O)Nc2cccc(S(=O)(=O)NC3=NCCCCC3)c2)cc1[N+](=O)[O-],-2
COc1cc(OC)cc(-c2noc(-c3csc([C@H]4C[C@H](O)[C@@H](CO)O4)n3)n2)c1,-1
CCC(=O)N(c1nnc(SCC(=O)Nc2sccc2C(N)=O)s1)C1CC1,-5
COc1ccccc1-c1cnc2c(c1)C(=O)N([C@@H](C)CO)C[C@@H](C)[C@H](CN(C)C(=O)c1cccnc1)O2,-4
N#CCCN(Cc1cccnc1)CN1C(=O)c2ccccc2C1=O,-4
COc1cc2cncc(Cc3ccccc3)c2cc1O,0
COc1cc(-c2ccc(N3C(c4ccsc4)=Cc4ccc(F)cc4C3c3c[nH]c4ccc(C#N)cc34)cc2)cc(OC)c1OC (centres undefined),-2
CC(=O)c1cccc(NC(=O)C2Cc3c(-c4ccccc4)ccnc3O2)c1 (centres undefined),-5
O=C(O)c1cccc(-c2csc(C(O)c3ccc(F)c(F)c3)n2)c1 (centres undefined),-6
CN(C)C(=O)CCc1ccc2c3c([nH]c2c1)[C@]1(CCC2CCCC2)[C@@H](C(=O)N2CCOCC2)C[C@H](CC(=O)NCCCn2ccnc2)C(=O)N1CC3,-5
O=Nc1c2cc3ccccc3[nH]c-2c2ccccc12,-6
COc1cc2c(c(OC)c1OC)-c1ccc(NCc3ccccc3)c(=O)cc1C(NC(C)=O)CC2 (centres undefined),-2
CCc1nc2ccc(C(=O)N(C)CCCN(C)C)cn2c1N(C)Cc1cc2ccccc2s1,-4
CNc1cncc(-c2cccc(NS(C)(=O)=O)c2)n1,-1
N#Cc1ccccc1COC(=O)c1ccc2c(c1)OCCO2,-3
